D1 agonist: Allosteric Agonists of the Human D1 Dopamine Receptor: qHTS; D(1A) dopamine receptor (Homo sapiens), P21728; activation, % at 2 µM; 360,000 tested, 1% active; HEK293 T-REx D1 cells, calcium flux, agonist mode; in the data active = activation above about 30%; also: 0% is about no effect
Target sequence (P21728 whole entry, looked up): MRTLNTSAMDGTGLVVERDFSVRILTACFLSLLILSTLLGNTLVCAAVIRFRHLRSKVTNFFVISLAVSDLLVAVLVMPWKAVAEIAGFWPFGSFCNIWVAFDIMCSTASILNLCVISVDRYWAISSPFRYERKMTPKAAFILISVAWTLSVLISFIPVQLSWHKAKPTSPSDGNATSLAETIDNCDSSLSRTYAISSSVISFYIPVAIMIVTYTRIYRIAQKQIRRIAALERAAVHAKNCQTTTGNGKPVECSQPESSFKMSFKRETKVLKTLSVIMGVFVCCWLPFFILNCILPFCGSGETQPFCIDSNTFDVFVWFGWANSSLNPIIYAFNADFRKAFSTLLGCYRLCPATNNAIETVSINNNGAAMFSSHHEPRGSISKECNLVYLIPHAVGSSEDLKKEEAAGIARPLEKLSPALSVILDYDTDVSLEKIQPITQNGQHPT
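Inducible HEK293 T-REx D1 cells, force-coupled to calcium signalling, were plated at 4000 cells/well with tetracycline and held overnight at 30 C. After no-wash calcium dye loading, compound-evoked calcium rise over 180 s flagged agonists.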
Vif-A3F inh: qHTS for Inhibitors of Vif-A3F Interactions: qHTS | 390,000 tested, 0.2% active | HeLa A3F-eYFP + Vif (tagged APOBEC3F with the HIV-1 protein that degrades it), YFP fluorescence increase | Potency, µM (highest dose often 46.1 µM), without a hit: at the top dose activity, negative = active | AID 602313, 2012; also: potency is read from the fitted curve at half-maximal effect; % of control where 0% means no effect; nearly all actives have a fitted effect of over 65% in size
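HeLa cells stably expressing Vif plus C-terminally eYFP-tagged A3F were seeded, incubated overnight at 37 deg C, dosed with compound, incubated overnight again at 37 deg C. Yellow fluorescence (Ex 488/Em 500-530) reported blocked Vif-mediated A3F-eYFP degradation.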
RXFP1 agonist: qHTS Assay for Agonists of the Relaxin Receptor RXFP1; Relaxin receptor 1 (Homo sapiens), Q9HBX9; HEK293T-RXFP1 cAMP TR-FRET, 30 min; response scale: percent of porcine relaxin response, buffer zero; Potency, µM (top dose mostly 57.5 µM), for inactives: top-dose activation, usual class: activators; 370,000 tested, 0.3% active; also: potency is read from the fitted curve at half-maximal effect; % is scaled to controls: 0 for no effect and ±100 for the full control effect; nearly all actives have a fitted effect of over 60% in size; many of its hits are not listed in these tables
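HEK293T cells stably expressing RXFP1 were pretreated with the PDE4 inhibitor Ro 20174, exposed to compounds for 30 min at 37C, lysed, and cAMP was read by TR-FRET. Data normalized to buffer (basal) and 29 nM porcine relaxin (100%).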
D1 antagonist: Antagonist of Human D 1 Dopamine Receptor: qHTS | D(1A) dopamine receptor (Homo sapiens), P21728 | HEK293 TREx D1 cells, calcium flux, dopamine EC80; stronger effect = lower value | AID 504652, 2011 | 360,000 tested, 3.2% active | activity change, negative = inhibition, % at 10 µM; in the data active = activity change below about -30%; also: % is scaled to controls: 0 for no effect and ±100 for the full control effect
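Allosteric or orthosteric antagonism assessed as attenuation of the calcium response to EC80 dopamine, added 180 s after compound, in induced HEK293 Trex D1 cells loaded with no-wash calcium dye.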
D2 potentiator: HTS Assay for Positive Allosteric Modulators of the Human D2 Dopamine Receptor: Primary Screen for Potentiators; D(2) dopamine receptor (Homo sapiens), P14416; HEK293 T-REx D2, calcium flux, EC20 dopamine potentiation; potentiation, % at 10 µM; 340,000 tested, 0.34% active; AID 485347, 2010;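 active = potentiation over 3 SD above the plate norm, cut at about 30% in these data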; also: 0% is about no effect
Target sequence (P14416 whole entry, looked up): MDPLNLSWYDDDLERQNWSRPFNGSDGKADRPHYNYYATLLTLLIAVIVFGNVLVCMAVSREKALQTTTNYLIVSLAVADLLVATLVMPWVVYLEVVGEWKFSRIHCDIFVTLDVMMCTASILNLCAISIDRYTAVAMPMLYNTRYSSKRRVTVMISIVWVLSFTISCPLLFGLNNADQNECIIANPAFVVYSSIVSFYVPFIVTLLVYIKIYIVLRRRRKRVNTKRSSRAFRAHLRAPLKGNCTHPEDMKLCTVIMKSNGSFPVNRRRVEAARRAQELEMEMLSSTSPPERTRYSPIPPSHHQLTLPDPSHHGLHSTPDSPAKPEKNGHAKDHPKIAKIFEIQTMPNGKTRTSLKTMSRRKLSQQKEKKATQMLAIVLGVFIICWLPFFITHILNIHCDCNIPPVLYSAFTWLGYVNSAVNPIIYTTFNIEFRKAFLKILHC
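Using a no-wash calcium dye in inducible, force-coupled HEK293 Trex cells expressing D2, we tracked fluorescence each second for 180 s after compound, then for 180 s after EC20 dopamine to detect augmented signalling.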
Vif-A3G inh: qHTS for Inhibitors of Vif-A3G Interactions: qHTS; 410,000 tested, 0.076% active; AID 602310, 2012; Potency, µM (highest dose often 46.1 µM), for the others: at the highest dose activity, negative = active, usual class: inhibitors; HeLa A3G-eYFP + Vif (tagged APOBEC3G with the HIV-1 protein that degrades it), YFP fluorescence, overnight;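 also: potency is read from the fitted curve at half-maximal effect; % is scaled to controls: 0 for no effect and ±100 for the full control effect; nearly all actives have a fitted effect of over 60% in size; hits raise eYFP signal because A3G escapes Vif-driven loss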
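HeLa cells stably expressing Vif and C-terminally eYFP-tagged A3G, seeded overnight at 37 deg C, then exposed to compound by pintool overnight at 37 deg C. Rise in yellow fluorescence (Ex 488/Em 500-530, Acumen) marks blocked Vif-driven A3G degradation.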
GRP78 ERSR act: qHTS for Inducers of the Endoplasmic Reticulum Stress Response (ERSR) in Human Glioma: qHTS; U87-MG GRP78 promoter luciferase reporter, 16 h; Potency, µM, for inactives: at the top dose activation, usual class: activators; 420,000 tested, 0.02% active; also: potency is read from the fitted curve at half-maximal effect; series mostly up to about 76 µM; % of control where 0% means no effect; nearly all actives have a fitted effect of over 35% in size
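Stably transfected U87-MG human glioma cells carrying a GRP78-based luminescent sensor were seeded at 1000 cells/well, pin-dosed with compounds and incubated 16 h. Luciferase reagent was then added, and end-point luminescence was read after 10 min at room temperature.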
D1 potentiator: Potentiators of Human D1 Dopamine Receptor: qHTS; AID 504651, 2011; HEK293 TREx D1 cells, calcium flux, dopamine EC20 potentiation; potentiation, % at 10 µM; 360,000 tested, 0.036% active; D(1A) dopamine receptor (Homo sapiens), P21728; in the data active = potentiation above about 30%; also: 0% is about no effect
RXFP1 antag: qHTS Assay for Antagonists of the Relaxin Receptor RXFP1. Relaxin receptor 1 (Homo sapiens), Q9HBX9. HEK293-RXFP1, relaxin-stimulated cAMP HTRF, 30 min; stronger effect = lower value. activity change, negative = inhibition, % at 57.5 µM. 350,000 tested, 0.59% active. AID 1259400, 2018;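 active = activity change of -60% or lower, but not beyond a set lower limit; inconclusive = change between -60% and -40%, or beyond the set limit; inactive = change above -40%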; also: % is scaled to controls: 0 for no effect and ±100 for the full control effect
Active calls of the source: *; ? = inconclusive; . = not tested or not shown. Unless noted, calls follow the shape of the dose curve; as a rule, active = well fitted curve in the direction sought with a large enough effect; inconclusive = small, poorly fitted or top-dose-only effect, or another doubt; inactive = no such curve, though single readings can be large; an effect the other way counts as inactive or inconclusive. Not all compounds are listed (hit frequency here may not be typical).

1. CCN1C(=O)C2CCCCN2c2ccc(C(=O)NCCOC)cc21 (configuration not stated)
2. C/C(Nc1ccccc1C(F)(F)F)=C1/CCOC1=O
3. O=C(C1Cc2ccccc2CN1S(=O)(=O)c1ccc(F)cc1)N1CCCCC1 (configuration not stated)
4. Cc1ccc(C)c(N2CCN(C(=O)c3ccc(Cn4c(=S)[nH]c5ccc(N6CCOCC6)cc5c4=O)cc3)CC2)c1
5. CCCCOc1c(Br)cc(/C=C2\N=C(C)OC2=O)cc1OCC
Screen / compound no.	1	2	3	4	5
D1 agonist	1	1	-1	0	.
Vif-A3F inh	-5%	-1%	-3%	3%	-6%
RXFP1 agonist	3.6%	-1.4%	1.1%	3.5%	1.6%
D1 antagonist	0	-7	13	0	.
D2 potentiator	-3	-12	2	18	.
Vif-A3G inh	0%	3%	-6%	-4%	0%
GRP78 ERSR act	2%	-4%	-3%	-1%	-2%
D1 potentiator	-5	0	-1	6	.
RXFP1 antag	-7	-21	4	?	-6

6. COCCN(C(=O)c1cc(-c2ccccc2Cl)nc2ccccc12)c1c(N)n(CC(C)C)c(=O)[nH]c1=O
7. CCOc1ccc(S(=O)(=O)N(CC(=O)N/N=C/c2cccs2)c2ccc(C)cc2)cc1
8. CCOC(=O)C1C(=O)C=C(/C=C/c2ccccc2)CC1c1ccc(Cl)cc1 (configuration not stated)
9. CCO[C@@H]1OC(C(=O)Nc2ccccc2)=C[C@H](c2coc3ccccc3c2=O)[C@H]1CCCO
10. CC(NC(=O)COC(=O)C1CC1C)c1cccc(Cl)c1 (configuration not stated)
Screen / compound no.	6	7	8	9	10
D1 agonist	.	3	5	22	.
Vif-A3F inh	3%	-9%	-8%	-6%	3%
RXFP1 agonist	.	-1.3%	0.4%	0.3%	.
D1 antagonist	.	-3	-10	-1	.
D2 potentiator	.	-8	7	15	.
Vif-A3G inh	0%	-19%	2%	0%	2%
GRP78 ERSR act	1%	0%	-7%	0%	-5%
D1 potentiator	.	-3	-5	-4	.
RXFP1 antag	-2	44	-3	.	-4

11. COc1ccc(N2CCN(c3csc4ccccc4c3=O)CC2)cc1
12. O=C(COC(=O)/C=C/c1ccc(Cl)cc1)NC1CC1
13. CN(Cc1cc2ccccc2[nH]c1=O)C(=O)COc1ccccc1
14. O=c1cc2n(c(=O)[nH]1)CCC1=C2CCCC1
15. O=C(NCC1CCCO1)C(c1ccc(F)cc1)N(Cc1ccc2c(c1)OCO2)C(=O)c1ccc(CN2CCOCC2)o1 (configuration not stated)
Screen / compound no.	11	12	13	14	15
D1 agonist	0	.	1	4	0
Vif-A3F inh	-1%	2%	0%	0%	?
RXFP1 agonist	-1.9%	.	1.2%	2.5%	0.3%
D1 antagonist	-9	.	2	-9	-11
D2 potentiator	20	.	6	-3	-1
Vif-A3G inh	-1%	4%	-1%	-5%	-7%
GRP78 ERSR act	-2%	-2%	1%	-4%	0%
D1 potentiator	0	.	-3	-2	2
RXFP1 antag	-18	-9	9	3	-23

16. Cc1csc(Sc2ccc([N+](=O)[O-])cc2C(=O)OCC(=O)NC2CCCC(C)C2C)n1 (configuration not stated)
17. O=C(Nc1ccc(S(=O)(=O)N2CCOCC2)cc1)c1ccc(=O)[nH]c1
18. Cc1ccc(C(=O)c2coc3ccc(OCC(=O)O)cc23)cc1
19. O=C(N/N=C/c1ccc(-c2ccc([N+](=O)[O-])cc2)o1)[C@H]1C[C@@H]1c1ccccc1
20. C=CCNc1nc(=S)[nH]c2cc(OC)c(OC)cc12
Screen / compound no.	16	17	18	19	20
D1 agonist	1	2	1	19	0
Vif-A3F inh	-8%	5%	-4%	7.1µM*	-9%
RXFP1 agonist	1.8%	6.3%	0.8%	8.8%	1.4%
D1 antagonist	-32*	4	0	-26	1
D2 potentiator	14	4	5	-16	6
Vif-A3G inh	2%	-1%	0%	-6%	-2%
GRP78 ERSR act	-1%	-2%	-6%	-1%	-5%
D1 potentiator	3	8	-1	6	-1
RXFP1 antag	2	12	-4	-21	4

21. CCCn1c(C(O)c2ccc(OCC)cc2)nc2ccccc21 (configuration not stated)
22. CC/C(C)=C1\SC(N2CCOCC2)=NC1=O
23. CCc1c(C#N)c(SCCC(=O)Nc2ccc(F)cc2)nc2c1C(=O)CC(C)(C)C2
24. COCCNCC(=O)NCC12CC3CC(CC(C3)C1)C2
25. O=C(COC(=O)c1cc(-c2cccs2)nc2ccccc12)c1ccc(F)cc1
Screen / compound no.	21	22	23	24	25
D1 agonist	4	2	-2	1	8
Vif-A3F inh	-2%	4%	.	8%	-10%
RXFP1 agonist	1.3%	-0.6%	-1.8%	0.3%	7.4%
D1 antagonist	-4	-12	-2	-3	4
D2 potentiator	14	-1	9	0	-3
Vif-A3G inh	0%	-2%	2%	-1%	-5%
GRP78 ERSR act	-3%	0%	-8%	-4%	4%
D1 potentiator	-2	-1	-2	-6	-2
RXFP1 antag	.	-1	-30	-1	-6

26. CC1CCCN(c2nc3c(-c4ccc(Cl)cc4)nnn3c3ccccc23)C1 (configuration not stated)
27. O=[N+]([O-])c1cc(/C=N\Nc2ccccn2)ccc1Cl
28. CC(CNc1nc2ccc(Cl)cc2n2cnnc12)c1ccccc1 (configuration not stated)
29. CCc1ccc(S(=O)(=O)c2nnn3c2nc(NC(C)C)c2cc(Cl)ccc23)cc1
30. COc1ccc(OC)c(-c2csc(NC(=O)COC(=O)c3ccc(NC(=O)CC#N)cc3)n2)c1
Screen / compound no.	26	27	28	29	30
D1 agonist	1	3	2	2	1
Vif-A3F inh	6%	-1%	-10%	2%	-18%
RXFP1 agonist	-0.3%	-0.9%	?	?	0.1%
D1 antagonist	-16	-14	9	0	16
D2 potentiator	15	5	-1	-6	4
Vif-A3G inh	-1%	-9%	4%	0%	-10%
GRP78 ERSR act	-2%	2%	-5%	-4%	-6%
D1 potentiator	-2	-3	0	-4	-6
RXFP1 antag	.	1	-6	-11	-6

31. CC(C(=O)OCn1nnc2ccccc2c1=O)N1C(=O)c2ccccc2C1=O (configuration not stated)
32. O=C1NC(=S)N/C1=C/c1ccc(Oc2ccc(C(F)(F)F)cc2[N+](=O)[O-])c(Cl)c1
33. COc1ccc(N2CCN(C(=O)CN3C(=O)c4ccccc4S3(=O)=O)CC2)cc1
34. CC1(C)Cc2cccc(Oc3ccc(S(=O)(=O)N4CCCCC4)cn3)c2O1
35. CC(C)(O)c1[nH]c2ccc(C#N)cc2c1C(C)(C)O
Screen / compound no.	31	32	33	34	35
D1 agonist	2	2	1	6	-1
Vif-A3F inh	-3%	1%	3%	6%	-1%
RXFP1 agonist	0.3%	2.5%	3.2%	0.2%	-0.3%
D1 antagonist	-4	7	9	2	-5
D2 potentiator	8	0	22	-2	4
Vif-A3G inh	0%	3%	-2%	-5%	3%
GRP78 ERSR act	-6%	-1%	-6%	-2%	-4%
D1 potentiator	-2	-2	6	14	3
RXFP1 antag	6	1	-6	-9	.

Arranged by formula weight (low to high): 4 of the compounds above
35. CC(C)(O)c1[nH]c2ccc(C#N)cc2c1C(C)(C)O
31. CC(C(=O)OCn1nnc2ccccc2c1=O)N1C(=O)c2ccccc2C1=O (configuration not stated)
29. CCc1ccc(S(=O)(=O)c2nnn3c2nc(NC(C)C)c2cc(Cl)ccc23)cc1
30. COc1ccc(OC)c(-c2csc(NC(=O)COC(=O)c3ccc(NC(=O)CC#N)cc3)n2)c1
Screen / compound no.	35	31	29	30
D1 agonist	-1	2	2	1
Vif-A3F inh	-1%	-3%	2%	-18%
RXFP1 agonist	-0.3%	0.3%	?	0.1%
D1 antagonist	-5	-4	0	16
D2 potentiator	4	8	-6	4
Vif-A3G inh	3%	0%	0%	-10%
GRP78 ERSR act	-4%	-6%	-4%	-6%
D1 potentiator	3	-2	-4	-6
RXFP1 antag	.	6	-11	-6

Other results follow:
36. O=S(=O)(NCCSc1nnnn1-c1ccccc1)c1cccs1
37. CCOC(=O)C1(C)C=C(Nc2ccc(OC)cc2)C(=O)N1c1ccccc1 (configuration not stated)
38. COc1ccc(C2=NN(C(=O)c3cccs3)C(O)(C(F)(F)F)C2)cc1 (configuration not stated)
39. CCCN=CC1=C(O)CC(c2ccccc2)CC1=O (configuration not stated)
40. COc1ccc(CNC(=O)C2=C(C)C(=O)OC23CCN(C(C)=O)CC3)cc1
41. COc1ccc(NS(=O)(=O)c2cccc(C(=O)NNC(=O)c3ccc(NC(C)=O)cc3)c2)cc1
42. CCC(Sc1ccc2nnc(-c3ccc(F)cc3)n2n1)C(=O)OC (configuration not stated)
43. O=C(N/N=C/c1ccccn1)c1cccc([N+](=O)[O-])c1
Screen / compound no.	36	37	38	39	40	41	42	43
D1 agonist	1	2	3	2	1	3	-3	2
Vif-A3F inh	0%	0%	-26%	.	-9%	-3%	4%	1%
RXFP1 agonist	2.2%	3.8%	3.4%	1.2%	3.6%	0.9%	9.3%	7.2%
D1 antagonist	11	-42*	0	5	-3	11	7	18
D2 potentiator	4	-13	5	17	4	-17	5	7
Vif-A3G inh	-1%	4%	-5%	3%	1%	-5%	-9%	0%
GRP78 ERSR act	-1%	1%	3%	-4%	-3%	-3%	-3%	?
D1 potentiator	-2	-3	-6	-9	-3	5	1	-5
RXFP1 antag	2	.	-40	-16	3	-1	24	-21
